# PLK1 kinase inh: PLK1 (human) kinase inhibition; 97,000 compounds, 0.53% hits; inhibition, % at 10 µM; P53350; recombinant PLK1 kinase, TR-FRET peptide phosphorylation;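 active = inhibition of 50% or more in the single-concentration screen; inactive = inhibition below 50%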;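 note: 0% = DMSO max control and 100% = H-89 dihydrochloride min control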
# Plk1 PBD FP: inhibitors of human Plk1 polo box domain binding. P53350. Plk1 PBD phosphopeptide binding, fluorescence polarization. inhibition, %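 (tested at about 20 µM)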. 97,000 compounds, 0.13% hits; in the data active = inhibition above about 34%, passing the limit was not always enough
# CYP2C9 act: increases human cytochrome P450 2C9 activity | P11712 | AID 1024 | recombinant CYP2C9, luciferin-H conversion, luminescence; stronger effect = higher value; factor 1 = untreated enzyme, 0 = blocked | activation factor at 5 µM | 96,000 compounds, 1.4% hits;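 active = activation factor of 2 or more for CYP2C9 at a 5 µM dose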;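 note: 0 = sulfaphenazole-blocked wells and 1 = vehicle-only wells; values of inactives mirror those of a sister screen read the other way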
# Candida biofilm: kills Candida albicans biofilms; C. albicans biofilm + clotrimazole, Alamar Blue; inhibition, % at 6 µM; 85,000 compounds, 0.14% hits;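 active = inhibition above 20%; inactive = inhibition below 20%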;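 note: preformed 24 hr biofilms exposed to compound for 48 hr; 0% = biofilm without compound and 100% = blank killed by clotrimazole plus chlorhexidine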
# EphB4 antag: blocks human EphB4 binding to ephrin-B2 | P54760 | EphB4 LBD / TNYL-RAW-Alexa532 peptide, fluorescence polarization | inhibition, % at 7 µM | 97,000 compounds, 0.15% hits;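 active = inhibition above the screen-wide mean inhibition plus 3 SD, cut at about 15% in these data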;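 note: 0% = DMSO wells and 100% = excess unlabeled TNYL-RAW peptide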
# LYP act: increases human PTPN22 phosphatase activity; 96,000 compounds, 0.11% hits; Q9Y2R2; activation, % at 2 µM; recombinant LYP, DiFMUP fluorescence; 0 = plate median, 100 = signal doubled;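 active = activation at 2 µM above a set limit, the mean plus 5 SD, cut at about 37% in these data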
# Target sequence (Q9Y2R2 whole entry, looked up): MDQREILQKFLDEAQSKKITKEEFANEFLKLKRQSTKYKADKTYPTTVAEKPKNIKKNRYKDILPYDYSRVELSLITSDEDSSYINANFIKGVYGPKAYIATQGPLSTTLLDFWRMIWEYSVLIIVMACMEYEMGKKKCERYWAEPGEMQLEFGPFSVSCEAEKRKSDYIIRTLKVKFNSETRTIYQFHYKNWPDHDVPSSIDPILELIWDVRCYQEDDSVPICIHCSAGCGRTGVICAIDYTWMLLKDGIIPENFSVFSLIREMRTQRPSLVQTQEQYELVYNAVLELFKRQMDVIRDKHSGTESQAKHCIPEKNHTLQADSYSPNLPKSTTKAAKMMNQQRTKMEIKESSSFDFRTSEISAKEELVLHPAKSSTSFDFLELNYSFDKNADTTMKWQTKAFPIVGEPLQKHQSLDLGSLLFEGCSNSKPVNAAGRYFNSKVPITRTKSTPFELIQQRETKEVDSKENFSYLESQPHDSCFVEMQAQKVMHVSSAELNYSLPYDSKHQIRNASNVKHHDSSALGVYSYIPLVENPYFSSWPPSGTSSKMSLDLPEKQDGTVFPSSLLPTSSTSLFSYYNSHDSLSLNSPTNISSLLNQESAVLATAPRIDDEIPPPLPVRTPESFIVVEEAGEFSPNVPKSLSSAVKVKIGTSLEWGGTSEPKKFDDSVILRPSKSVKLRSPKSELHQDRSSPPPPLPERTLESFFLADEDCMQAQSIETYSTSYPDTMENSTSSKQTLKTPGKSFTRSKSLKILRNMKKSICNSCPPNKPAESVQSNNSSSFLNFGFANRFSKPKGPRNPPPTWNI
# LYP inh 2: blocks human PTPN22 phosphatase activity; Q9Y2R2; recombinant LYP catalytic domain, DiFMUP fluorescence; inhibition, % at 2 µM; AID 640; 96,000 compounds, 0.21% hits;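 active = inhibition at 2 µM at or above a set limit, the screen mean plus 3 SD, cut at about 24% in these data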;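 note: 0% = DMSO with enzyme and 100% = enzyme fully blocked by orthovanadate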
# CYP2C9 inh: blocks human cytochrome P450 2C9. P11712. CYP2C9 Supersomes, luciferin-H conversion, luminescence. inhibition, % at 5 µM. 96,000 compounds, 20% hits. AID 777;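 active = blocking of liver enzyme CYP2C9 beyond about 50% at 5 µM, limit read from the data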; note: values of inactives mirror those of a sister screen read the other way
# HIV Rev-RRE inh: HIV Rev-RRE protein-RNA interaction inhibition. 97,000 compounds, 0.79% hits. inhibition, % at 8 µM. Rev peptide-RRE RNA binding, FRET. P05866;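 active = inhibition above the screen-wide mean plus 3 SD, cut at about 35% in these data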;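 note: 0% = median DMSO wells and 100% = median Neomycin B control wells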
# Target sequence (P05866 whole entry, looked up): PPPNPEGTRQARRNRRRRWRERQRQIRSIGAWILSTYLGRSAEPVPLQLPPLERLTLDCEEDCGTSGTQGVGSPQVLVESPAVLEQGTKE
#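 Test system: Cy5-tagged RRE RNA duplex with fluorescein-tagged Rev peptide; Probe or stimulus: labelled Rev peptide; Schedule: 5 min preincubation and 15 min binding, 25 °C; Signal: FRET fluorescence readout; Evaluation: % inhibition from 671/540 nm acceptor-to-donor ratio, scaled between controls; Control set: DMSO and neomycin B.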
# Starred values were filed as active, the others as inactive; . = no result given; [ ] = remark or other dose.
mol	PLK1 kinase inh	Plk1 PBD FP	CYP2C9 act	Candida biofilm	EphB4 antag	LYP act	LYP inh 2	CYP2C9 inh	HIV Rev-RRE inh
CCOC(=O)CSC1=C(C#N)C(c2ccccc2C)C2=C(CCCC2=O)N1 (stereo not drawn)	2	13	0.2	8	9	2	1	79*	11
C=CCn1cc(C(=O)N2CCN(C)CC2)c(=O)c2cc(S(=O)(=O)N3CCCC3)ccc21	-12	1	0.9	11	0	-4	2	14	11
CC(=Nc1cccc(C)c1)c1sc2ccccc2c1O	-12	-36	1.5	4	-7	10	-6	-55	25
CCCCNc1cc(C)nc(NCc2ccccc2)n1	2	-22	0.8	15	-8	-1	0	16	11
N#CCCn1cc(/C=C(\C#N)c2nc3ccccc3s2)c(-c2ccc(F)cc2)n1	-11	-11	0.5	-3	3	-5	4	46	9
CC(C)C1N=C(c2ccc3c(c2)OCO3)CC(c2ccccc2O)N1 (stereo not drawn)	5	-18	0.4	7	-4	-6	6	61*	1
COc1ccccc1OCCCCCNCCO	2	17	1	7	5	-6	7	5	1
Cc1nn(C)cc1/C=N/NC(=O)c1sc2ccccc2c1Cl	4	-5	0.8	.	0	6	-6	24	0
CCOC(=O)c1cccc(N2C(N)=NC(N)=NC2(C)C)c1	-11	-6	1	5	-4	-3	0	4	1
CNCC/C=C1/c2ccccc2CSc2ccccc21	-9	-5	.	5	-3	-3	3	.	-10
CCNC(=O)C1(c2ccccc2)CCCC1	-1	-2	1	5	7	-3	5	-3	2
O=C(Nc1ccccc1F)C1C2C=CC3(O2)C1C(=O)N(c1cccnc1)C3C(=O)NC1CCCCC1 (stereo not drawn)	-11	5	1.1	2	1	8	-8	-11	-2
O=C(Nc1ccccc1)N1CCC(c2ccccc2)C1 (stereo not drawn)	-1	7	0.9	4	-4	-7	5	12	3
CCCC(=O)N1CCN(c2ccc(NC(=O)c3cc4ccccc4o3)cc2)CC1	-5	-23	0.9	5	3	6	-12	10	2
CCc1ccccc1NC(=O)c1ccoc1C	-16	13	0.7	3	-2	-5	8	35	0
O=C(NC1CCS(=O)(=O)C1)c1cn(-c2ccccc2)nc1-c1ccccc1 (stereo not drawn)	-15	26	1	0	-4	-1	-2	4	0
CCNC(=S)N1CCN(c2ccc([N+](=O)[O-])cc2)CC1	-8	-13	0.8	.	1	0	3	21	9
Cc1c(C(=O)O)nn(-c2ccccc2)c(=O)c1C#N	63*	1	1.1	8	-4	.	.	-14	7
N/C(=N\OC(=O)c1ccc(Cl)cc1)c1nonc1N	-5	-7	0.7	.	-3	-2	8	27	2
Cc1nc(N2CCN(Cc3ccccc3)CC2)nc2c1C(=O)CC(C)C2 (stereo not drawn)	-11	13	0.2	-3	0	11	-13	77*	7
CCOC(=O)C(NC(=O)Nc1ccccc1)(OCC)C(F)(F)F (stereo not drawn)	-8	-30	0.8	-2	1	5	-7	20	1
CCN(CC)c1nc(SCCOC(=O)Nc2ccccc2)nc(N(CC)CC)n1	-7	36	.	7	-1	-15	10	.	8
CC1CCCCC1NC(=O)c1cncc(Br)c1 (stereo not drawn)	-7	1	0.9	-6	-4	1	-2	9	4
O=C(COc1cccc2ccccc12)N1c2ccccc2CCc2ccccc21	-11	-23	0.2	.	7	-4	1	84*	6
COCCn1c(C(C)C)nc2sc3ccccc3c(=O)c2c1=O	-6	13	0.8	.	6	8	-3	21	-1
CCOc1ccccc1C1CC(=O)NC(SCC)=C1C#N (stereo not drawn)	-14	-12	0.7	4	2	-10	7	26	5
CCCc1cc(C(=O)NCc2ccco2)no1	-20	2	0.9	3	-3	-5	5	6	9
O=C(C1CCN(S(=O)(=O)c2cccs2)CC1)N1CCc2ccccc2C1	-5	5	0.9	3	-3	-7	6	8	11
O=S(=O)(N/N=C\c1cccn1-c1ccccc1)c1ccc2ccccc2c1	-8	-11	1.7	.	-8	10	-4	-72	0
CCCCN(C(=O)CCC(=O)O)C1CC(=O)N(c2ccc(OCCC)cc2)C1=O (stereo not drawn)	-10	-10	1.1	-5	1	1	-2	-9	2
O=C(c1ccco1)N1CCN(C(=O)N2c3ccccc3Sc3ccccc32)CC1	-8	11	1	7	-1	-4	-1	-3	-5
N#Cc1cc2c(nc1SCc1cccnc1)CCC2	-11	32	0.8	0	3	-7	6	23	7
CCC(C)(C)n1nnnc1C(c1ccc2ncccc2c1)N1CCCC(C)C1 (stereo not drawn)	-11	-6	.	-3	-5	-10	8	.	5
COc1ccccc1C1CN(c2ccccc2)N=C1c1cccs1 (stereo not drawn)	-19	-14	0.7	-1	3	-2	2	27	11
O=C(CSc1nnc(Cc2ccccc2)n1Cc1ccco1)NC12CC3CC(CC(C3)C1)C2	-2	-29	0.6	4	-2	4	-4	39	1
N#Cc1ccc(-c2ccc(Cl)cc2)nc1SCC(=O)c1cccc(Cl)c1	-12	-4	0.9	.	3	12	-14	12	25
Cc1ccccc1NC(=O)/C(C#N)=C\c1cccnc1	-11	2	1	.	-11	12	-5	-4	7
CNC(=O)c1sc2nc(-c3ccc(OC)cc3)cn2c1C	-22	47	1.1	12	2	5	-8	-13	11
CCN1CCN(c2cc(C)c3cc(NC(=O)c4cnccn4)ccc3n2)CC1	-13	-4	1.1	-8	.	2	-4	-9	.
CCn1nc(C(=O)OCC(=O)c2ccc3c(c2)OCCO3)c2ccccc2c1=O	-4	18	0.7	5	3	-3	0	28	1
COc1cc(OC)c(NC(=O)CCNC(=O)Cn2ccc3ccccc3c2=O)cc1Cl	2	0	0.9	.	-4	2	-4	10	1
Cc1ccc(-n2nnnc2-c2cnc3cc4c(cc3c2C)OCO4)cc1	-13	-23	0.8	.	3	8	-11	22	5
Cc1ccc(NC(=O)CN2C(=O)C(C)Oc3ccccc32)nc1 (stereo not drawn)	-2	-11	1	5	-4	4	-7	-3	-4
Cc1cc2oc(C(=O)Nc3cccnc3)c(C)c2cc1C	-17	-18	1.1	5	8	6	-7	-14	7
CCC(C)C(=O)Nc1ccc(OC)cc1OC (stereo not drawn)	-9	-4	1	.	6	2	-3	-2	6
O=C(C1CCCCC1)N1CCC(n2nnc3ccccc32)CC1	-12	-8	.	7	3	2	-2	.	4
O=C(CN(C(=O)CNC(=O)c1ccco1)c1ccc2c(c1)OCO2)NC1CCCCC1	-5	-7	0	5	-5	-30	29*	95*	1
CN(CC(=O)N1CCc2[nH]c3ccc(F)cc3c2C1)CC1OCCO1	-9	-3	0.9	3	4	2	0	11	6
COC(=O)c1ccc(NC(=O)CCN2CCN(Cc3ccccc3)CC2)cc1	-14	8	.	-3	5	0	1	.	6
O=C(NCc1cccnc1)c1cc(-c2ccco2)on1	4	-3	0.7	8	-2	-3	0	34	1

# Next part:
mol	PLK1 kinase inh	Plk1 PBD FP	CYP2C9 act	Candida biofilm	EphB4 antag	LYP act	LYP inh 2	CYP2C9 inh	HIV Rev-RRE inh
CCC(=O)N/C(=N/c1nc(C)cc(C)n1)Nc1cccc(OC)c1	0	-16	0.8	0	-3	8	-12	17	4
CC(=O)c1c(C(C)=O)c(C)n(-c2nc(-c3ccccc3)c(C)s2)c1C	-4	7	0.6	3	-5	7	-10	45	1
CC(C)C(=O)N(Cc1ccccc1)c1ccccn1	-5	10	1.2	0	-10	-4	4	-18	5
O=C(NCC1(c2ccccc2)CCOCC1)c1ccc(Br)o1	7	-19	0.6	8	1	9	-10	38	4
Cc1sc2nc(CN3CCOCC3)nc(N3CCOCC3)c2c1C	-14	1	0.9	2	2	-1	2	9	-1
CN(C)c1nc(OCCOC(=O)c2ccccc2)nc(N(C)C)n1	1	-2	0.3	4	6	-5	4	70*	6
NC(=O)c1cn(-c2ccccc2)nc1-c1cc2ccccc2oc1=O	-4	4	1.1	-3	5	-9	12	-8	11
COC(=O)c1ccc(C(=O)OC)c(NC(=O)CSCc2ccc(Cl)cc2)c1	-9	14	0.8	.	-7	-12	16	15	7
COC(=O)CN(c1cc(C(F)(F)F)ccc1Cl)S(C)(=O)=O	1	-15	1	.	1	-4	1	2	6
Cc1ccc(Cc2cnc(NC(=O)c3cccs3)s2)cc1	-10	-17	1.1	0	5	-3	5	-6	15
CC(C)COc1ccc(Cc2cnc(N)nc2N)cc1	-7	3	1	-1	7	2	-3	-4	-19
CC1(C(=O)N2CC3(CC(c4ccccc4)=NO3)C[C@H]2C(=O)NCC(N)=O)CC1 (stereo partly drawn)	-2	11	1.1	.	1	2	1	-12	3
O=C1S/C(=C\c2ccc(N3CCOCC3)o2)C(=O)N1Cc1c(F)cccc1Cl	-8	-226	1.1	.	6	0	2	-13	121*[fluorescence artefact?]
COC(=O)Cn1c(=O)c2c(nc(Br)n2CC(=O)OC)n(C)c1=O	6	4	1.1	.	5	1	3	-6	9
O=C(Nc1ccccc1)N1CCN(Cc2ccc3c(c2)OCO3)CC1	-13	9	1.1	0	10	-6	3	-12	9
COCCn1c(SCC(=O)NC(=O)NCc2ccccc2)nc2ccccc21	10	11	1.2	-2	-3	7	-8	-17	4
CCOC(=O)c1sc(NC(=O)C(CC)Sc2nccn2C)nc1C (stereo not drawn)	-11	-14	0.5	-9	-2	3	-5	45	6
COC(=O)c1[nH]c2cccc(OC)c2c1NC(=O)CN1CCN(c2cccc(OC)c2)C(C)C1 (stereo not drawn)	-1	6	0.6	.	-6	29	-31	39	0
CC(=O)c1cccc(NC(=O)N2CCN(S(C)(=O)=O)CC2)c1	-15	3	0.9	1	3	-3	-1	6	6
Cc1ccc(-n2c(-c3cc(C)n(C)n3)n[nH]c2=S)cc1	-15	-7	0.8	.	-2	-1	4	16	-5
COC(=O)c1sc(=S)n(-c2cc(F)ccc2F)c1N	-14	-10	0.8	4	-1	5	-7	16	7
O=C(Nc1cc(Oc2ccccc2)cc([N+](=O)[O-])c1)C12CC3CC(C1)CC(n1cnc(Cl)n1)(C3)C2	-4	12	0.3	.	1	-6	9	68*	4
Cc1nnc(Oc2ccccc2)c2ccccc12	0	-19	0.8	0	-1	-5	4	22	7
CCN(CC)c1ccc(NC(=O)/C=C\c2ccccc2Cl)cc1	-1	1	2.3*	.	11	-10	14	-125	2
COc1ccc(C(=O)Nc2nc(C)c(C)s2)cc1OC	-10	-18	1	2	1	-6	9	0	1
O=C(Nc1ccc(Br)cc1)c1cccnc1N1CCCCC1	-29	20	0.1	6	-1	1	1	86*	15
CC12CCC(C(=O)N(NC(=O)c3cc(Cl)ccc3O)C1=O)C2(C)C (stereo not drawn)	-13	8	1.1	.	5	4	-1	-10	7

# 2 entries picked at random from the list so far, as already listed:
mol	PLK1 kinase inh	Plk1 PBD FP	CYP2C9 act	Candida biofilm	EphB4 antag	LYP act	LYP inh 2	CYP2C9 inh	HIV Rev-RRE inh
COC(=O)c1[nH]c2cccc(OC)c2c1NC(=O)CN1CCN(c2cccc(OC)c2)C(C)C1 (stereo not drawn)	-1	6	0.6	.	-6	29	-31	39	0
CC12CCC(C(=O)N(NC(=O)c3cc(Cl)ccc3O)C1=O)C2(C)C (stereo not drawn)	-13	8	1.1	.	5	4	-1	-10	7

# Arranged by length of the SMILES (descending): part of the list above
mol	PLK1 kinase inh	Plk1 PBD FP	CYP2C9 act	Candida biofilm	EphB4 antag	LYP act	LYP inh 2	CYP2C9 inh	HIV Rev-RRE inh
CCn1nc(C(=O)OCC(=O)c2ccc3c(c2)OCCO3)c2ccccc2c1=O	-4	18	0.7	5	3	-3	0	28	1
CN(C)c1nc(OCCOC(=O)c2ccccc2)nc(N(C)C)n1	1	-2	0.3	4	6	-5	4	70*	6
CNC(=O)c1sc2nc(-c3ccc(OC)cc3)cn2c1C	-22	47	1.1	12	2	5	-8	-13	11

# Rows were taken by chance; overall some 20% were active at least once.
